# From PubChem
# TAG inh – inhibitors of triacylglycerol accumulation | inhibition, % at 12.5 µM | H9c2 cells, Nile Red lipid (TAG) fluorescence; cells loaded with 200 µM oleic acid | 230,000 compounds, 0.66% hits;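 active = pattern-corrected inhibition of lipid staining of at least 50% with the nuclear-stain viability signal not falling by more than 50%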;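 note: 0% = DMSO wells and 100% = triacsin C control wells; some results filed as inactive read as strong as hits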
# TAG inh DAPI viability – also measured in TAG inh; calls as there; DAPI nuclei signal change (viability), lower = more cytotoxic, %;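 whole-well DAPI fluorescence read on a plate reader as a viability signal; minus 50 percent equals half of cells still viable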
# Numbers without * were called inactive. These rows are one share of the data; count on the stated rates, not on these rows.
SMILES,TAG inh,TAG inh DAPI viability
COc1ccccc1CC(=O)N1CCN(C(=O)c2ccco2)CC1,0,3
Cc1cc(C)nc(N/N=C/c2cccc([N+](=O)[O-])c2)n1,7,-10
CCOc1ncccc1C(=O)OCC(=O)NCc1ccc2c(c1)OCO2,7,11
CC(NC(=O)c1cccc(S(=O)(=O)N(C)C)c1)c1nc2ccccc2[nH]1 (configuration not stated),9,-17
COC(=O)CCc1nc2c(C#N)c(-c3ccc(Cl)cc3)ccn2n1,6,0
c1ccc(CSc2ncnc3ccccc23)cc1,-17,-11
N#Cc1cccc(NC(=O)NCCc2c[nH]c3ccccc23)c1,-40,3
CN(NC1OC(=O)c2ccccc21)c1ncc(C(F)(F)F)cc1Cl (configuration not stated),5,-11
N#Cc1nc(-c2ccc(OCc3ccccc3)cc2)oc1NCCCN1CCOCC1,8,20
C=CCc1cc(Cl)ccc1OCCNCCN1CCOCC1,-8,7
CCO[C@@H]1OC(C(=O)N2CCOCC2)=C[C@H](C2CC2)[C@H]1CCCO,14,-3
C/C(=N/NC(=O)c1cc(C)[nH]n1)c1ccco1,-2,10
CC(C)c1nc(SCC(=O)Nc2ccc3c(c2)OCCO3)c2c(=O)n(C)c(=O)n(C)c2n1,12,-5
CSc1nc2c(cc1C#N)CCC2,1,4
CCOC(=O)N1CCN(C(=O)c2cnsn2)CC1,1,6
CN(Cc1nc(-c2ccc(C(F)(F)F)cc2)no1)C1CCOCC1,-10,1
COc1ccc(C(C)NC(=O)C23CC4CC(CC(C4)C2)C3)cc1OC (configuration not stated),-11,1
CCn1c(SCC(=O)OC)nnc1-c1ccccc1,-8,8
COc1ccc(Cl)cc1C(=O)NCCc1ccc(S(=O)(=O)NC(=O)NC2CCCCC2)cc1,-8,7
CN(C(=O)c1cc(-c2cccs2)nn1-c1ccccc1)C1CCS(=O)(=O)C1 (configuration not stated),12,-1
COc1ccc(NC(=S)Nc2ccc(S(=O)(=O)N3CCOCC3)cc2)c(OC)c1,-1,5
O=C(CSc1ccncc1)Nc1ccc(S(=O)(=O)Nc2nccs2)cc1,2,2
O=C(CCNC(=O)c1ccc(Cl)cc1)Nc1c(F)c(F)cc(F)c1F,5,7
O=C(N/N=C/c1cccs1)C(=O)N1CCCC1,3,-5
COc1ccc(C(=O)N2CCC(n3nccc3NC(=O)C3CCOC3)CC2)cc1 (configuration not stated),-4,6
CCOC(=O)c1[nH]c2ccccc2c1NC(=O)CC(C)C,10,-5
CC(=O)Nc1ccc2nc(C3CC3)n(Cc3ccc(Cl)cc3)c(=O)c2c1,2,-8
COC(=O)C1(c2ccccc2)NC(c2cccs2)C2C(=O)N(c3ccccc3)C(=O)C21 (configuration not stated),-6,6
O=C(Nc1cccc(S(=O)(=O)N2CCCCC2)c1)C1CCCN1S(=O)(=O)c1ccccc1F (configuration not stated),-2,-12
COc1ccc(-c2cc(NC(C)=O)c3ncc(-c4ccccc4)n3c2)cc1OC,11,-19
O=C(CNC(=O)c1ccccc1F)N/N=C/c1cc(Br)ccc1OC(=O)/C=C/c1ccco1,-2,-16
Cc1cc(-c2nnc(CCC(=O)N(C)Cc3cccc4ccccc34)o2)no1,-10,1
O=C1NC(Cc2c[nH]c3ccccc23)C(=O)N1CCOc1ccccc1 (configuration not stated),4,-10
Cc1ccc(S(=O)(=O)NC2CCCC2)cc1C(N)=O,-1,2
CCOC(=O)C(=O)N(Nc1ccc(C)cc1)c1ccc(C)cc1,-14,9
CCOC(=O)c1cnc2c(c(C3CC3)nn2C)c1N1CCOCC1,-1,-3
CN(C(=O)Nc1ccccc1)C1CCCCC1,4,-3
Cc1ccnc(NS(=O)(=O)c2ccc(NC(=O)c3ccc(S(=O)(=O)N4CC(C)OC(C)C4)cc3)cc2)n1 (configuration not stated),6,-1
O=c1c2ccccc2c(/C=N/NS(=O)(=O)c2ccccc2)c(O)n1-c1ccccn1,-10,3
OC(CCc1ccncc1)c1ccccc1 (configuration not stated),3,4
O=C(O)CCc1ccc(-c2ccccc2)n1CC(=O)O,4,4
O=C(NCC1CCN(S(=O)(=O)c2ccccc2)CC1)Nc1ccc(F)cc1,-24,9
COc1cccc(C2OC(=O)c3ccccc3N2C(C)=O)c1OC(C)=O (configuration not stated),1,-1
CC(C)(C)S(=O)(=O)N1C[C@H]2C(=CC[C@@H]3C(=O)N(c4ccccc4)C(=O)[C@@H]32)[C@H]1CCO,13,-4
CCOC(=O)c1sc2nc(C)[nH]c(=O)c2c1C,-7,7
CC1CC(NC(=O)CC#N)CC(C)(C)C1 (configuration not stated),-7,1
O=C(NCc1ccc2[nH]c3c(c2c1)CCCC3)c1ccc(S(=O)(=O)N2CCCC2)cc1,22,0
COc1cccc(CN(C)C(=O)c2cccc(S(=O)(=O)N3CCN(c4ccccc4)CC3)c2)c1,0,1
Cc1c(NS(=O)(=O)c2ccc3c(c2)CCN3C(=O)C2CC2)c(=O)n(-c2ccccc2)n1C,2,-1
COc1ccc(OCCCC(=O)Nc2nc(-c3ccccn3)cs2)cc1,20,0
NS(=O)(=O)c1ccc(NC(=S)NCCc2ccccc2)cc1,38,-3
O=C(CCCc1ccccc1)Nc1ccc(S(=O)(=O)N2CCOCC2)cc1,-9,-5
COc1ccc(/C(=N\O)c2nccc3cc(OC)c(OC)cc23)cc1OC,-4,-4
O=S(=O)(NCCOCC(F)(F)C(F)F)c1ccc2oc3ccccc3c2c1,-1,-3
CC1CC(C)CN(S(=O)(=O)N2CCC(C(=O)NCc3ccco3)CC2)C1 (configuration not stated),-3,-10
CN1C(=S)SC(/[N+]([O-])=C\c2ccccc2F)C1(C)C (configuration not stated),-8,14
COc1ccccc1-c1cc2nc(NCCc3ccncc3)ccn2n1,13,22
Cc1cc(NC(=O)CSc2ccc(-c3ccccc3)nn2)no1,9,4
CC(C)(C)OC(=O)C[C@@H]1C/C=C\C[C@@H](CC(=O)N[C@H](CO)Cc2ccccc2)C(=O)NCCOC1=O,8,-3
CC(C)C(NS(=O)(=O)c1cccc(C(F)(F)F)c1)C(=O)NCc1cccs1 (configuration not stated),7,-4
# (further entries)
SMILES,TAG inh,TAG inh DAPI viability
COc1cc2ccccc2cc1C(=O)NCCCN1CCOCC1,16,11
COc1cc(OC)cc(-c2sc3ccc(OC)cc3c2-c2ccc(OCCN3CCOCC3)cc2)c1,1,13
COc1ccc(CNC(=O)CC2C[C@H](C(=O)N3CCOCC3)[C@@]3(C)c4[nH]c5ccccc5c4CCN3C2=O)cc1OC (some centres not stated),-9,5
CC1(C)Cc2c(sc(NC(=O)c3ccc4c(c3)OCCO4)c2C(N)=O)C(C)(C)N1,0,9
Cc1cccc(C)c1OCc1cc(C(=O)N2CCN(C3CCCC3)CC2)no1,-6,6
Nc1c(C(=O)c2ccc(Br)s2)oc2ccccc12,23,96
Cc1cccn2c(=O)c3cc(C(=O)N4c5ccccc5CC4C)n(C)c3nc12 (configuration not stated),-20,0
Cc1onc(NC(=O)c2ccc([N+](=O)[O-])o2)c1Br,59*,-39*
CC(=O)NCCc1ccc(C(=O)COC(=O)C2CCCCC2)cc1,-3,2
COc1cccc(CC2(CO)CCN(C(=O)NC3CCCCC3)CC2)c1,-7,0
N#Cc1c(-c2ccco2)nc(NCC2CCCO2)[nH]c1=O (configuration not stated),3,-7
O=C(c1ccsc1)N1CCCC(N2CCN(c3ccccc3F)CC2)C1 (configuration not stated),26,1
O=C(Cc1ccccn1)c1ccc(Cl)cc1,-13,5
N#Cc1cccc(NS(=O)(=O)c2ccc(S(=O)(=O)N3CCOCC3)cc2)c1,9,5
COc1ccc(C(=O)Nc2nnc(-c3cccs3)s2)cc1,19,-8
O=C(Cn1cccc1C(=O)c1ccccc1)NCc1cccc(Cl)c1,21,-12
O=C(O)c1ccccc1N1C(=O)C2C3c4ccccc4C(Br)(c4ccccc43)C2C1=O (configuration not stated),23,-11
COc1cc(CC(=O)OCC(=O)NC2CCCCC2C)cc(OC)c1OC (configuration not stated),-12,-5
Cn1cc(C(=O)N/N=C/c2c(O)ccc3ccccc23)ccc1=O,26,-29
Cc1ncn2cc(-c3ccc(Cl)cc3Cl)[nH]c(=O)c12,-7,-6
CCN(CC(=O)Nc1ccc(S(=O)(=O)N2CCCCC2)cc1)Cc1ccccc1,-25,0
COc1cc(OC)c(OC)cc1/C=C1\CCC(C2CCCC2)C1=O (configuration not stated),16,-5
O=C(c1ccc(CS(=O)(=O)c2ccc(Br)cc2)o1)N1CCN(C2CCCCC2)CC1,3,-7
O=C(O)c1cc(-c2ccccc2Cl)n[nH]1,-4,3
O=C(O)C1Cc2ccccc2CN1S(=O)(=O)c1ccccc1 (configuration not stated),-9,3
COC(OC)c1ccnc(-c2ccc(OC(=O)c3ccccc3)cc2)n1,-5,-11
O=C1CN(C(=O)/C=C/c2ccccc2F)c2ccccc2N1,-80,7
C[n+]1cc[nH]c1SCC(=O)c1ccccc1,-3,-9
CC(C)(C)n1nnnc1C(c1cccnc1)N1CCN(c2cccc(C(F)(F)F)c2)CC1 (configuration not stated),-22,-2
COc1ccc(/C=C/C(=O)OCC(=O)c2ccc[nH]2)cc1,4,-2
Cc1ccc(S(=O)(=O)CCC(=O)OCC(=O)c2cc(C)n(C)c2C)cc1,0,8
COc1ccc2c(COC(=O)CCS(=O)(=O)c3ccccc3)cc(=O)oc2c1,6,-4
CC(=O)Nc1ccc(S(=O)(=O)c2cc(O)ccc2O)cc1,-2,0
CCOc1ccccc1NC(=O)COC(=O)c1nc2nccc(C)n2n1,5,-13
COc1ccc(/C=N/NC(=O)c2ccc(NS(=O)(=O)c3cccs3)cc2)cc1,9,-9
O=C1N[C@@H](Cc2c[nH]c3ccccc23)COC(=O)[C@H](Cc2ccc(F)cc2)C/C=C\C[C@@H]1CC(=O)N(CCO)Cc1ccccc1,9,-1
Cc1ccc(OCC(=O)Nc2ccccc2C(=O)NC2CC2)cc1,24,10
Cn1c(Nc2ccc(F)cc2)nc2ccccc21,-3,1
COc1ccc(C(O)(c2ccccc2)C(C(=O)O)c2ccccc2)cc1 (configuration not stated),7,1
COc1cccc(-c2sc3ccc(OC)cc3c2-c2ccc(OCCN(C)C)cc2)c1,9,6
COc1ccc(CCNC(=O)c2ccc(CS(=O)(=O)Cc3ccc(C)cc3)o2)cc1OC,4,3
COc1ccccc1N1C(=O)CSC1=NC(=O)c1ccccc1,-16,-3
Cc1ccc(S(=O)(=O)N2CC[C@@H]2C(=O)O)cc1,8,-13
Cc1ccc(C(=O)/C=C/Nc2ccc3c(c2)OCO3)cc1,3,3
O=C1SC(SC(=Nc2ccccc2)Nc2ccccc2)C(=O)N1c1ccccc1 (configuration not stated),6,7
O=C(CCl)NC(Cc1ccccc1)C(=O)OCC(=O)c1ccc(-c2ccccc2)cc1 (configuration not stated),11,-1
CCc1ccc(OCc2nnc(NC(=O)c3cccs3)s2)cc1,17,-16
C[C@@H]1CN([C@@H](C)CO)S(=O)(=O)c2ccc(-c3ccccc3)cc2O[C@@H]1CN(C)Cc1ccccc1C(=O)O,25,-6
Cc1c(C(=O)N(Cc2ccccc2)Cc2cccnc2)cnn1-c1ccc(F)cc1,-2,7
O=C(Cn1ccc(NC(=O)OCc2ccccc2)nc1=O)NCCCc1ccccc1,-9,-4
CC(=O)NC1=NN(C(C)=O)C(c2ccccn2)S1 (configuration not stated),8,7
CCOc1ncccc1C(=O)OCC(=O)c1ccc(Cl)s1,-7,-4
Cc1ccc(OCCN2C(=O)OC(C)(C)C2(C)O)cc1 (configuration not stated),-11,8
CCCNC(=O)c1noc2c1CCc1ccccc1-2,-17,-3
CN(C)C(=O)COC(=O)c1ccccc1Nc1ccc(SC(F)F)cc1,4,5
O=C(NCc1ccc(F)cc1)c1cc(C2CCCN(C(=O)C3CCCCC3)C2)on1 (configuration not stated),1,-6
CC1(C)C(=O)Nc2ccccc2N1C(=O)COC(=O)c1cccnc1,15,-6
CCCn1c(SCCc2ccccc2)nc2c1c(=O)[nH]c(=O)n2C,-217,-7
COc1ccc(C(=O)NCc2ccc(-c3nc4ccccc4s3)cc2)cc1OC,-6,5
COC(=O)c1cccnc1-n1c(=O)c2cccnc2n(Cc2cccc([N+](=O)[O-])c2)c1=O,4,-3
c1ccc2c(c1)ncn2-c1ccc(-c2ccnc3ncnn23)cc1,5,0

# Compounds from the list above that have fluorine, in the order listed:
SMILES,TAG inh,TAG inh DAPI viability
CN(NC1OC(=O)c2ccccc21)c1ncc(C(F)(F)F)cc1Cl (configuration not stated),5,-11
CN(Cc1nc(-c2ccc(C(F)(F)F)cc2)no1)C1CCOCC1,-10,1
O=C(CCNC(=O)c1ccc(Cl)cc1)Nc1c(F)c(F)cc(F)c1F,5,7
O=C(Nc1cccc(S(=O)(=O)N2CCCCC2)c1)C1CCCN1S(=O)(=O)c1ccccc1F (configuration not stated),-2,-12
O=C(CNC(=O)c1ccccc1F)N/N=C/c1cc(Br)ccc1OC(=O)/C=C/c1ccco1,-2,-16
O=C(NCC1CCN(S(=O)(=O)c2ccccc2)CC1)Nc1ccc(F)cc1,-24,9
O=S(=O)(NCCOCC(F)(F)C(F)F)c1ccc2oc3ccccc3c2c1,-1,-3
CN1C(=S)SC(/[N+]([O-])=C\c2ccccc2F)C1(C)C (configuration not stated),-8,14
CC(C)C(NS(=O)(=O)c1cccc(C(F)(F)F)c1)C(=O)NCc1cccs1 (configuration not stated),7,-4
O=C(c1ccsc1)N1CCCC(N2CCN(c3ccccc3F)CC2)C1 (configuration not stated),26,1
O=C1CN(C(=O)/C=C/c2ccccc2F)c2ccccc2N1,-80,7
CC(C)(C)n1nnnc1C(c1cccnc1)N1CCN(c2cccc(C(F)(F)F)c2)CC1 (configuration not stated),-22,-2
O=C1N[C@@H](Cc2c[nH]c3ccccc23)COC(=O)[C@H](Cc2ccc(F)cc2)C/C=C\C[C@@H]1CC(=O)N(CCO)Cc1ccccc1,9,-1
Cn1c(Nc2ccc(F)cc2)nc2ccccc21,-3,1
Cc1c(C(=O)N(Cc2ccccc2)Cc2cccnc2)cnn1-c1ccc(F)cc1,-2,7
CN(C)C(=O)COC(=O)c1ccccc1Nc1ccc(SC(F)F)cc1,4,5
O=C(NCc1ccc(F)cc1)c1cc(C2CCCN(C(=O)C3CCCCC3)C2)on1 (configuration not stated),1,-6
